GLA spleen mod = inhibits or activates alpha-galactosidase in human spleen homogenate. P06280. 0.008% of 240,000 active. human spleen homogenate, 4MU-alpha-Gal fluorescence, 40 min. Potency, µM (highest dose often 80 µM), without a hit: at the top dose activity change, negative = inhibition, actives largely listed as inhibitors;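 also: 0% = enzyme with vehicle and -100% = no enzyme basal signal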
Target sequence (P06280 32-429 limits assumed): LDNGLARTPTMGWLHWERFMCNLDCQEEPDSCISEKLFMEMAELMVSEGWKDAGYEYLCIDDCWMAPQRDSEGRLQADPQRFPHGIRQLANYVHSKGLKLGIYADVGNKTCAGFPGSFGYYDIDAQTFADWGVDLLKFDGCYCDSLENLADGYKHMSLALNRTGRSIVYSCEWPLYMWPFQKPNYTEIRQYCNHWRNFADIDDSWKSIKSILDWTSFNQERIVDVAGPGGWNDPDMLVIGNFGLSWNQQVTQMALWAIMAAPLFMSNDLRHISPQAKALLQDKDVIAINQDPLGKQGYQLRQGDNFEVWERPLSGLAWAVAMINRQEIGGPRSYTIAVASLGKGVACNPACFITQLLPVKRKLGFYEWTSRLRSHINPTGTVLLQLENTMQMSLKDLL
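Human spleen homogenate (1 ug) was the enzyme source, with 4-methylumbelliferyl-alpha-D-galactopyranoside (1 mM final) in pH 5.0 citrate buffer with 0.01% Tween-20. Compounds were titrated; after 40 min at 37C, NaOH/glycine stop, 4-MU fluorescence read; AC50 from Hill fits.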
GAA spleen mod = inhibitors or activators of human alpha-glucosidase in spleen homogenate. Potency, µM (series often up to 79.9 µM), for inactives: at the highest dose activity change, negative = inhibition, most hits filed as inhibitors. 0.006% of 240,000 active. P10253. AID 2112. human spleen homogenate, 4-MU-alpha-glucoside fluorescence;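 also: 0% = enzyme with vehicle and -100% = no enzyme basal signal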
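Human spleen homogenate (1 ug) with 4-methylumbelliferyl-alpha-D-glucopyranoside (1 mM final) in 50 mM citrate/phosphate pH 5.0, 0.01% Tween-20; 40 min at 37 C. Stopped at pH 10; 4-MU fluorescence Ex 365/Em 440 nm; AC50 by Hill fit.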
GAA inhib = alpha-glucosidase (human) inhibition; 0.005% of 200,000 active; purified human GAA, 4-MU-alpha-glucoside fluorescence; Potency, µM (highest dose often 76.9 µM), for the others: at the top dose activity change, negative = inhibition, most hits filed as inhibitors;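 also: plate controls were uninhibited enzyme wells for no effect and no-enzyme background for full effect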
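Fluorescence at Ex 365/Em 440 nm from 4-methylumbelliferone reported enzyme activity after 20 min at room temperature. Reactions used 4 nM enzyme and 400 uM substrate at pH 5.0; curves fitted with the Hill equation.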
GAA glycogen = inhibitors or activators of human alpha-glucosidase glycogen cleavage; recombinant GAA, glycogen substrate, Amplex Red glucose oxidase fluorescence; Potency, µM (highest dose often 76.4 µM), inactives show top-dose activity change, negative = inhibition, usual class: inhibitors; 0.38% of 300,000 active; AID 2100;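 also: 0% = full enzyme reaction and -100% = no-enzyme basal signal; the screen sought inhibitors and activators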
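Recombinant human alpha-glucosidase (4 nM final) hydrolysed bovine liver glycogen (30 ug) for 40 min at 37 C in pH 5.0 citrate/phosphate with 0.01% Tween-20. Released glucose detected by glucose oxidase/Amplex Red, Ex 573/Em 610 nm. Compounds up to 77 uM; AC50 from Hill fits.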
Tau fluor cs = counter-screen for tau fibril formation inhibitors | AID 1463 | 0.93% of 280,000 active | tau K18 P301L Alexa594 fluorescence, heparin fibrillization | Potency, µM (top dose mostly 57.7 µM), for the others: at the highest dose activity change, negative = decrease; also: % is scaled to controls: 0 for no effect and ±100 for the full control effect; nearly all actives have a fitted effect of over 55% in size
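Human K18 P301L tau (15 uM unlabeled plus 0.24 uM Alexa 594-labeled, final) in 100 mM sodium acetate pH 7 was mixed with compound and 20 uM heparin and incubated 6 hr at 37 C.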
Tau ThT inhib = blocks human tau fibril formation measured by thioflavin T | recombinant tau K18 P301L (four-repeat tau fragment), heparin-induced fibrillization, ThT fluorescence | Potency, µM (titrated, usually from 57.4 µM), inactives show at the top dose activity, negative = inhibition, most hits filed as inhibitors | 2.1% of 270,000 active; also: % is scaled to controls: 0 for no effect and ±100 for the full control effect; nearly all actives have a fitted effect of over 55% in size
Target sequence (P10636 561-689 P618L limits assumed): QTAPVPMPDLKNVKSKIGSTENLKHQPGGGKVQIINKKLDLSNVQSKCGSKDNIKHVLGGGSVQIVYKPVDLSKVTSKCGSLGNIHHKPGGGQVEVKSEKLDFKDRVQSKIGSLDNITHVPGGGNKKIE
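In this qHTS, human K18 P301L tau is incubated with compound and heparin for 6 hr at 37 C, and Thioflavin T fluorescence then reports fibril load.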
Tau fibril FP = inhibitors of human tau fibril formation | Potency, µM (highest dose often 57.7 µM), inactives show top-dose activity, negative = inhibition, most hits filed as inhibitors | AID 1468 | 0.39% of 280,000 active | K18 P301L tau heparin fibrillization, Alexa594 FP, 6 h; also: % is scaled to controls: 0 for no effect and ±100 for the full control effect; nearly all actives have a fitted effect of over 55% in size
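Quantitative HTS format: compounds meet 15 uM recombinant K18 P301L tau and Alexa 594-tau tracer in 100 mM sodium acetate pH 7; 20 uM heparin triggers fibrillization at 37 C over 6 hr; FP gives the signal.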
HTT ATP protect = cytoprotection in Huntington HTT-Q103 PC12 cell model | PC12 HTT-Q103 induced, cytoprotection, ATP luminescence, 40 h | Potency, µM (top dose mostly 56.4 µM), without a hit: cytoprotection (ATP increase), most hits filed as activators | 0.14% of 230,000 active;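 also: % of control where 0% means no effect; nearly all actives have a fitted effect of over 45% in size; toxic huntingtin expression switched on by the ecdysone agonist tebufenozide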
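Stable PC12 Q103-GFP cells in serum-supplemented, phenol red-free DMEM; induction by tebufenozide at 100 nM final; compound dose series; cell viability quantified luminescently from ATP.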
An asterisk follows results filed as active; ? = inconclusive; . = not tested or not shown; & = joins results of further samples; [ ] = dose if it differs, or a comment. Calls follow the shape of the dose curve; as a rule, active = well fitted curve in the direction sought with a large enough effect; inconclusive = small, poorly fitted or top-dose-only effect, or another doubt; inactive = no such curve, though single readings can be large; an effect the other way counts as inactive or inconclusive. Potency is read from the fitted curve at half-maximal effect.

SMILES | GLA spleen mod | GAA spleen mod | GAA inhib | GAA glycogen | Tau fluor cs | Tau ThT inhib | Tau fibril FP | HTT ATP protect
COc1ccc(C(=O)Nc2cc(C)on2)cc1S(=O)(=O)N1CC(c2ccccc2)CC1=O (configuration not stated) | 4% | 4% | -13% | -4% | -7% | 6% | -6% | -15%
Cc1cccn2c(=O)c3cc(C#N)c(=O)n(CCCN4CCOCC4)c3nc12 | ? | ? | ? | 7% | -3% | -9% | 3% | -25%[0.074 µM]
O=C(NCc1ccccc1)c1ccccc1CO | -1% | -9% | ? | -1% | 0% | 3% | 0% | .
Cc1cccc(NC(=O)N2CCN(Cc3ccccc3)CC2)c1 | 2% | -4% | -7% | -6% | 2% | -4% | -5% | -8%[10 µM]
COc1ccccc1N1CCN(C(=O)NC23CC4CC(CC(C4)C2)C3)CC1 | 9% | 3% | -3% | -11% | -9% | -6% | 0% | -38%[inhibitor]
NS(=O)(=O)c1ccc(NC(=O)/C=C/c2cccs2)cc1 | 11% | -1% | . | -6% | 19% | 11% | ? | -15%[10 µM]
CCOC(=O)N1CCC(NC(=O)C2CCN(S(=O)(=O)c3ccc4c(c3)oc(=O)n4C)CC2)CC1 | 3% | 2% | 0% | 0% | -5% | -3% | -10% | -20%
O=C(Cc1cccs1)Nc1nnc(SCc2ccc(F)cc2)s1 | 4% | -6% | 2% | 8% | -9% | -6% | 0% | 5%[10 µM]
CN1CCN(C(=O)c2ccc(-c3cccs3)s2)CC1 | 3% | 1% | 4% | -4% | 5% | -3% | 4% | -18%[10 µM]
CCOc1ncccc1C(=O)N1CCN(Cc2ccc3c(c2)OCO3)CC1 | 1% | 3% | -11% | 12% | -2% | -8% | 7% | -5%
Cc1ccc(C)c(Cn2nnc(C(=O)NCc3ccccc3)c2N)c1 | . | . | . | 7%[76.3 µM] | -11% | 1% | -5% | .
Nc1cc(N2CCCCC2)c([N+](=O)[O-])cc1Cl | 1% | 2% | -6% | 4% | 7% | 13% | -15% | 25%[10 µM]

Some of these compounds in order of the GAA glycogen value, lowest first:
| canonical_smiles | GAA glycogen |
| --- | --- |
| COc1ccccc1N1CCN(C(=O)NC23CC4CC(CC(C4)C2)C3)CC1 | -11% |
| Cc1cccc(NC(=O)N2CCN(Cc3ccccc3)CC2)c1 | -6% |
| CCOC(=O)N1CCC(NC(=O)C2CCN(S(=O)(=O)c3ccc4c(c3)oc(=O)n4C)CC2)CC1 | 0% |
| CCOc1ncccc1C(=O)N1CCN(Cc2ccc3c(c2)OCO3)CC1 | 12% |

Further records
SMILES | GLA spleen mod | GAA spleen mod | GAA inhib | GAA glycogen | Tau fluor cs | Tau ThT inhib | Tau fibril FP | HTT ATP protect
CCCCOc1ccc(C(=O)CCN2CCCCC2)cc1 | 1% | 5% | 0%[15.4 µM] | 0% | 9%&7% | ? | 12%&13% | ?
COc1cc(CNCCc2c[nH]c3ccccc23)ccc1OCc1ccccc1F | -8% | 2% | -5% | 3% | ? | ? | 6% | -106%[inhibitor]
O=C(Cn1cc(C(F)(F)F)cc(Cl)c1=O)Nc1cc(Cl)cc(Cl)c1 | -9% | 2% | 2% | 5% | 4% | 9% | -8% | .
CC(=O)[C@@H]1[C@@H]2C(=O)N(c3ccccc3F)C(=O)[C@@H]2[C@H]2c3ccccc3C=NN12 | 2% | -7% | . | 1% | -11% | ? | -1% | 13%[10 µM]
CCOC(=O)c1[nH]c(CSc2nnc(-c3ccc(OC)cc3)o2)c(C(=O)OCC)c1C | 2% | 2% | 2% | -2% | -18% | -3% | 1% | -24%[10 µM]
CCN1CCN(C(=O)Cn2ncc3c4ccccc4n(Cc4ccccc4F)c3c2=O)CC1 | . | . | . | 9%[76.3 µM] | -12% | -1% | -4% | .
CC1CCC2(CC1)NC(=O)N(Cc1cccc(C(F)(F)F)c1)C2=O (configuration not stated) | -3% | -11% | -3% | 0% | -7% | 0% | 7% | -30%
Cc1cccc2c1N(Cc1ccccc1OCCC(C)C)C(=O)C2=O | . | . | . | -5%[76.3 µM] | -27% | 25µM* | -8% | .
O=C(Cn1c[n+](CC(=O)c2ccc([N+](=O)[O-])cc2)cn1)c1ccc([N+](=O)[O-])cc1 | 7%&-11% | 3%&0% | . | ? | ? | 20µM* | ? | 28%&4%[10 µM]
Cc1ccc(-c2c[n+]3c(n2-c2ccccc2)CCC3)cc1 | 5% | -1% | . | -2% | -8% | -3% | -5% | -22%[10 µM]
CCN(CC)c1ccc(NC(=O)C2CC3CCC2C3)cc1 (configuration not stated) | 4% | 5% | -4% | -8% | -13% | ? | 14% | -10%
CCOC(=O)C1C(=O)C=C(c2ccc(C)cc2)CC1c1ccco1 (configuration not stated) | -10% | -10% | -3% | -1% | -13% | ? | -7% | -24%

Shown as a markdown table: part of the list above.
| Molecule | GLA spleen mod | GAA spleen mod | GAA inhib | GAA glycogen | Tau fluor cs | Tau ThT inhib | Tau fibril FP | HTT ATP protect |
| --- | --- | --- | --- | --- | --- | --- | --- | --- |
| CCOC(=O)c1[nH]c(CSc2nnc(-c3ccc(OC)cc3)o2)c(C(=O)OCC)c1C | 2% | 2% | 2% | -2% | -18% | -3% | 1% | -24%[10 µM] |
| CCN1CCN(C(=O)Cn2ncc3c4ccccc4n(Cc4ccccc4F)c3c2=O)CC1 | . | . | . | 9%[76.3 µM] | -12% | -1% | -4% | . |

New compounds follow
SMILES | GLA spleen mod | GAA spleen mod | GAA inhib | GAA glycogen | Tau fluor cs | Tau ThT inhib | Tau fibril FP | HTT ATP protect
O=C(Oc1ccccc1)c1cccc2cccc(C(=O)Oc3ccccc3)c12 | -11% | -3% | -6% | -2% | ? | -9% | ? | 14%[10 µM]
CCc1ccc(C(=O)N2CCC(c3nc4ccccc4s3)CC2)cc1 | -7% | -1% | -13% | -7% | -8% | ? | -6% | 13%
COC(=O)c1ccccc1COn1c(=O)c(C)[n+]([O-])c2ccccc21 | 13% | 3% | -2% | 5% | 5% | -4% | 8% | 11%
COc1ccc(C)cc1NC(=O)COC(C)=O | 2% | -3% | -2% | -33% | -7% | 3% | -12% | -6%
O=C1N=c2ccccc2=C1c1[nH]c(=S)[nH]c1O | -6% | -5% | 8%[15.4 µM] | 6% | ? | ? | 12% | 2%[10 µM]
Cc1cc(C)c(/C([O-])=C(/C(=S)Nc2ccc(SC(F)F)cc2)[n+]2ccccc2)cc1C | -7% | -11% | -6% | -11% | -9% | -17% | -8% | -4%[10 µM]
CC1CCN(S(=O)(=O)c2ccc3c(c2)CCN3C(=O)Nc2ccc(Br)cc2F)CC1 | . | . | . | -9%[76.3 µM] | -12% | 7% | -17% | .
Cc1cc(C)n(-c2ccc(Cl)c(C(=O)O)n2)n1 | 2% | 3% | -7% | 1% | -4% | -13% | 1% | 15%
CCN(CC)C(=O)CSc1nc(-c2ccco2)cc(C(F)(F)F)c1C#N | 1% | 1% | ? | 4% | -2% | -8% | 3% | 7%[10 µM]
Cc1ccc(C2C=C(c3ccccc3)Nc3nc(NS(=O)(=O)c4ccccc4)nn32)cc1 (configuration not stated) | . | . | . | 5%[76.3 µM] | -19% | ? | ? | .
CC1CCN(S(=O)(=O)c2cc([N+](=O)[O-])ccc2Cl)CC1 | -2% | 6% | -2% | 4% | -17% | 2% | 6% | 9%
CN(C)c1ccc2c3c(cccc13)C(=O)N(c1ccccc1)C2=O | -3% | -1% | ? | 10% | -1% | -11% | 4% | 2%[10 µM]

Whole records from above. Order of values: GLA spleen mod, GAA spleen mod, GAA inhib, GAA glycogen, Tau fluor cs, Tau ThT inhib, Tau fibril FP, HTT ATP protect
`COC(=O)c1ccccc1COn1c(=O)c(C)[n+]([O-])c2ccccc21` is listed with 13%, 3%, -2%, 5%, 5%, -4%, 8%, 11%
`CCc1ccc(C(=O)N2CCC(c3nc4ccccc4s3)CC2)cc1` is listed with -7%, -1%, -13%, -7%, -8%, ?, -6%, 13%
`CC1CCN(S(=O)(=O)c2cc([N+](=O)[O-])ccc2Cl)CC1` is listed with -2%, 6%, -2%, 4%, -17%, 2%, 6%, 9%
`COc1ccc(C)cc1NC(=O)COC(C)=O` is listed with 2%, -3%, -2%, -33%, -7%, 3%, -12%, -6%
`Cc1cc(C)c(/C([O-])=C(/C(=S)Nc2ccc(SC(F)F)cc2)[n+]2ccccc2)cc1C` is listed with -7%, -11%, -6%, -11%, -9%, -17%, -8%, -4%[10 µM]

(cont.)
SMILES | GLA spleen mod | GAA spleen mod | GAA inhib | GAA glycogen | Tau fluor cs | Tau ThT inhib | Tau fibril FP | HTT ATP protect
CNCCCOc1cc(C)cc(C)c1C | -12% | -4% | -7% | 7% | -7% | -10% | -6% | -21%[10 µM]
Cc1cc(=O)oc2c1c(C(F)(F)F)nn2-c1ccccc1 | -7% | -2% | -5%[15.4 µM] | 5% | -25% | -15% | 1% | 17%[10 µM]
Cc1cc(C)c(-n2nnnc2SCC(=O)c2cccs2)c(C)c1 | 0% | 0% | . | 0% | -28% | -2% | -12% | 6%[10 µM]
COc1ccc(OCCn2nnc3sc4c(c3c2=O)CCCC4)cc1 | . | . | . | -11%[76.3 µM] | -26% | ? | -1% | .
CCS(=O)(=O)N1CCCc2cc(C(=O)Nc3cccc(C(C)=O)c3)ccc21 | . | . | . | 35µM* | -15% | -9% | 19% | .
COC(=O)CNC(=O)COC(=O)c1ccc(OC)c([N+](=O)[O-])c1 | -3% | -7% | -1% | -3% | -2% | -7% | -1% | 4%[1.9 µM]
CC(=O)COc1cc(C)cc2oc(=O)cc(-c3ccccc3)c12 | 2% | 8% | 2% | -7% | 0% | 2% | -3% | -32%[inhibitor][1.9 µM]
C=C(C)COc1ccc(-c2n[nH]c(C)c2-c2ccccc2)c(O)c1 | -21% | -6% | -12% | -7% | 16µM*[quencher] | -9% | -13% | 2%[10 µM]
Cc1cc2oc(C(=O)NCCc3ccc(S(N)(=O)=O)cc3)cc(=O)c2cc1C | . | . | . | 3% | 12% | 19% | 0% | .
CCN1CCCC(OC(=O)C(c2ccccc2)c2ccccc2)C1 (configuration not stated) | -6% | -3% | . | . | -7% | -4% | -4% | -17%

Compound activity (PubChem)
